High-throughput results deposited in PubChem by Sanford-Burnham Center for Chemical Genomics.
LYP inhibition – inhibitors of LYP phosphatase, biochemical, fluorescence intensity, uHTS (AID 1779) | recombinant LYP phosphatase, fluorescence intensity; higher % means a stronger effect | inhibition, % at 11.5 µM, or IC50 in µM where a hit was titrated | 290,000 tested, 0.054% active; in the data active = inhibition above about 50%;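 note: plate controls were vehicle with enzyme for no effect and no enzyme for full effect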
SIAH1 antagonists – Siah-1 peptide-binding antagonists, primary screen, biochemical, fluorescence polarization, rhodamine-plectin, uHTS (AID 1817). 290,000 tested, 0.02% active. one-dose displacement, % at 20 µM; IC50 in µM for titrated hits. Siah-1 / rhodamine-plectin peptide fluorescence polarization; higher % means a stronger effect;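 active = displacement of at least 50% at 20 µM, with a fluorescence ratio check between 0.3 and a set limit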;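 note: plate controls were Siah plus tracer with DMSO for no effect and tracer alone without Siah for full effect; strong numbers were not always called active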
AID2073 – inhibitors of Mint1-CaV2.2 protein interaction, biochemical, HTRF (AID 2073); inhibition, % at 20 µM, or IC50 in µM where a hit was titrated; 290,000 tested, 0.19% active; HTRF protein-protein interaction, Mint1-CaV2.2; higher % means a stronger effect; in the data active = inhibition mostly above about 51%, no sharp cut-off; inconclusive = no clear call, values can overlap the other calls; inactive = mostly below about 53%; note: some results filed as inactive read as strong as hits
The depositor's hits bear a star; ? = inconclusive.

LYP inhibition,SIAH1 antagonists,AID2073,canonical_smiles
-2%,2%,4%,COc1ccc2nc(SCC(=O)NCc3ccc(OC)c(OC)c3)[nH]c2c1
-6%,2%,14%,CC(C)CN1CCC(Oc2cccc(C(=O)NCCc3ccccc3)c2)CC1
-10%,7%,4%,Cc1ccc(CN2CCN(Cc3ccco3)CC2)cc1
-15%,2%,2%,COc1ccc(CN2CCC(=O)N([C@H](CO)CC(C)C)CC2)cc1
-14%,3%,44%,Cc1ccc2c(C)nc(N/C(N)=N/S(=O)(=O)c3ccccc3)nc2c1
-4%,0%,5%,CSc1ccc(S(=O)(=O)N2CCC(C(=O)NCCc3ccccc3)CC2)cc1
-10%,-4%,14%,Cc1ccc2c(c1)N(C(=O)CCC(=O)NCCCN1CCC(Cc3ccccc3)CC1)CCO2
-4%,-5%,0%,CCN(Cc1nc(-c2ccc(OC)cc2)no1)C(=O)c1ccc2c(c1)OCO2
-6%,1%,-10%,CCOC(=O)C1CCN(C(=O)CS(=O)(=O)Cc2nc(-c3ccccc3Cl)oc2C)CC1
-6%,-3%,-11%,CCN(Cc1ccccc1)C(=O)CN1C(=O)NC(CC)(c2ccc(F)cc2)C1=O (configuration not stated)
-7%,4%,8%,CCS(=O)(=O)c1ccc(-c2cccc(NC(=O)COc3ccccc3)c2)nn1
-6%,4%,8%,CCc1nnc(SC(C)C(=O)Nc2nccs2)n1C (configuration not stated)
-4%,-2%,10%,CCc1ccc(OCC(O)CN2CCN(c3ccccn3)CC2)cc1 (configuration not stated)
-4%,-4%,-2%,CC1=NN(C(N)=S)C(=O)C1N=Nc1c(Br)cc(Br)cc1Br (configuration not stated)
-11%,0%,-10%,O=C(NCCCN1CCOCC1)C1CCCN(S(=O)(=O)N2CCCCC2)C1 (configuration not stated)
-12%,-1%,8%,CCc1noc(C)c1C(=O)OCC(=O)NC(=O)c1ccccc1
-10%,2%,32%,CCOCCCNC(=O)CN1C(=O)c2cccc3cccc1c23
-6%,6%,22%,Cc1coc2cc3oc(=O)c(CCC(=O)NCCCN4CCOCC4)c(C)c3cc12
-9%,-4%,34%,COCCNc1nnc(SCC(=O)NC(=O)c2ccccc2OC)s1
-10%,5%,0%,COc1ccc(S(=O)(=O)N2CCOC2CNC(=O)C(=O)NCC(C)C)cc1 (configuration not stated)
-3%,1%,6%,O=c1o[nH]c(-c2ccccc2)c1N=Nc1c(F)cccc1Cl
-21%,-4%,28%,CN1CCN(CCCNC(=O)c2ccc3c(c2)N(Cc2ccc(F)cc2)CCS3)CC1
-9%,-1%,16%,CCOCCOC(=O)COc1ccc2c(=O)c(Oc3ccc(OC)cc3)coc2c1
-3%,1%,-4%,CN(CC12CC3CC(CC(C3)C1)C2)C(=O)c1ccco1
-7%,-5%,14%,Cn1c(SCC(=O)Nc2ccc(Cl)cc2F)nnc1-c1ccco1
-10%,0%,2%,CC(=O)c1c(-c2ccccc2)c2cc(Cl)ccc2n(C)c1=O
4%,3%,24%,COc1ccccc1NC(=O)CCN1C(=O)/C(=C\c2cc(OC)c(OC)c(OC)c2)SC1=S
-6%,4%,6%,CCOC(=O)CC1NCCc2c1[nH]c1ccc(OC)cc21 (configuration not stated)
-2%,0%,11%,CCOC(=O)/C(C#N)=C/c1c(N2CCN(c3cccc(Cl)c3)CC2)nc2c(C)cccn2c1=O
-7%,-3%,8%,CC(=O)N1CCOc2cc(S(=O)(=O)NCc3ccc(F)cc3)c(C)cc21
-10%,6%,7%,COc1ccc(NC(=O)CN2CCN(c3c(C)cc(C)cc3C)CC2)cc1
-12%,5%,11%,COc1ccc(N(CC(=O)NC2CCCC2)C(=O)Cn2nnc(-c3ccc(C)o3)n2)cc1
-7%,1%,-5%,Cc1cccc(NC(=O)c2cccc(NC3=NC4CS(=O)(=O)CC4S3)c2)c1 (configuration not stated)
-3%,0%,2%,CC1CCCN(C2(O)C(=O)Nc3c(C(F)(F)F)cccc32)C1 (configuration not stated)
-10%,6%,-4%,Cc1ccc(NC(=O)CNc2cc(S(=O)(=O)N3CCOCC3)ccc2NCC2CCCO2)cc1F (configuration not stated)
-3%,1%,42%,Cn1c(SCC(=O)N2CCCCCC2)nnc1-c1ccco1
-6%,3%,-2%,COc1ccc(N=C2NC(=O)C(CO)(CO)S2)cc1
-8%,-7%,-2%,O=C(CN1C(=O)COc2ccccc21)Nc1ccc(N2CCOCC2)cc1
-9%,1%,4%,CNC(=O)CSc1nnc(-c2ccco2)n1-c1cccc(C)c1C
-27%,0%,18%,C=CCNC(=O)/C(C#N)=C/c1c(N2CCN(c3ccccc3)CC2)nc2c(C)cccn2c1=O
0%,9%,5%,COc1cc(/C=N/N2CCN(c3ccccc3)CC2)cc(OC)c1OC(C)=O
-8%,5%,0%,CCCCC(=O)Nc1cc(C)c(NC(=O)c2ccco2)cn1
-14%,8%,7%,CCc1ccc(NC(=O)CCc2nnc3ccc(N4CCC5(CC4)OCCO5)nn23)cc1
1%,3%,1%,CC(=O)C1=C(c2ccccc2)NC(=O)NC1c1ccc(O)c(Cl)c1 (configuration not stated)
-10%,-1%,4%,O=S(=O)(c1cccc(C(F)(F)F)c1)N1CCC(c2nc3ccccc3[nH]2)CC1
-8%,-2%,-4%,N#CC[C@H](Cc1ccccc1)N1CCN(Cc2ccccc2)CCC1=O
-7%,6%,12%,COc1cc2cc(C(=O)N(C)Cc3ccccc3)[nH]c2cc1OC
-10%,-6%,0%,CCCN1CCC(NC(=O)C2CC=CCC2C(=O)O)CC1 (configuration not stated)
-7%,-7%,6%,CCOc1ccc2[nH]c(C(=O)N/N=C/c3cc(OC)c(OC)c(OC)c3)cc2c1
-3%,-5%,3%,Cc1ccc(NC(=O)N(C)c2ccccc2)cc1
-8%,3%,-5%,COc1ccc(NC(=O)NC2CCCCCCC2)cc1OC
0%,-1%,3%,Cc1ccc(CNC(=O)c2ccc(CS(=O)Cc3cccc(Cl)c3)o2)cc1 (configuration not stated)
-8%,10%,1%,COCCC(=O)N1CCC(Oc2ccc(C(=O)NCCC3=CCCCC3)cc2)CC1
-8%,-4%,2%,COc1ccc(OCc2cc(C(=O)N3CCN(CC4CC4)CC3)no2)c(Cl)c1
-23%,1%,?,CC1CN(C(=O)c2cc3c(=O)n4ccccc4nc3n2C)CC(C)O1 (configuration not stated)
1%,-2%,-2%,Cc1cc(CN2CCCCC2C(=O)Nc2ccc(Oc3cccnc3)cc2)oc1C (configuration not stated)
-6%,1%,1%,COc1ccccc1C(C)NCC(=O)NCc1ccc(C)cc1 (configuration not stated)
-9%,12%,3%,COCCCn1c(SCC(=O)NC2CCCC2)nnc1-c1cccs1
-4%,6%,-2%,O=[N+]([O-])c1ccc(N2CCN(Cc3ccncc3)CC2)cc1
-15%,-1%,13%,CC(=O)c1ccc(S(=O)(=O)N2CCC(Oc3ccc(-n4cnnn4)cc3)CC2)cc1

(next part)
LYP inhibition,SIAH1 antagonists,AID2073,canonical_smiles
-8%,-7%,21%,COc1ccc(N(CC(=O)N/N=C/c2cc(OC)ccc2OC)S(=O)(=O)c2ccccc2)cc1
-15%,0%,-4%,COc1ccc(-c2nc3ccc(C)cc3c(=O)o2)cc1OC
-7%,7%,-3%,Cc1[nH]n(-c2ccccc2)c(=O)c1C(c1ccccc1[N+](=O)[O-])C(C#N)C#N (configuration not stated)
-6%,-6%,4%,CCN(CC)CCOC(=O)c1ccc(NC(=O)CCCN2C(=O)/C(=C/c3cccs3)SC2=S)cc1
-7%,12%,-3%,CCOc1ccc(N(CC(=O)NC2CCCCC2)S(=O)(=O)c2ccc(C)cc2)cc1
-4%,-3%,8%,O=C(O)c1ccc(CS(=O)(=O)c2c(Cl)cccc2Cl)o1
-1%,-4%,7%,COc1ccc(OC)c(NC(=O)c2ccc(-c3csc(C)n3)cc2)c1
-3%,-2%,3%,CCCc1nc2c(ccc3ccccc32)cc1CC
-5%,-1%,5%,O=C(O)C1CCN(S(=O)(=O)Cc2ccccc2)CC1
-5%,6%,31%,Cc1oc2cc3oc(=O)c(CCC(=O)N4C[C@H]5C[C@@H](C4)c4cccc(=O)n4C5)c(C)c3cc2c1C
-10%,2%,8%,CCN(CC)CCN(CC(=O)Nc1c(C)cc(C)cc1C)C(=O)c1ccccc1
-8%,-6%,3%,NS(=O)(=O)c1ccc(CNC(=O)c2cccc(Oc3ccccc3)c2)cc1

A draw from above in order of count of non-hydrogen atoms, lowest first.
LYP inhibition,SIAH1 antagonists,AID2073,canonical_smiles
-12%,-1%,8%,CCc1noc(C)c1C(=O)OCC(=O)NC(=O)c1ccccc1
-7%,6%,12%,COc1cc2cc(C(=O)N(C)Cc3ccccc3)[nH]c2cc1OC
-8%,-6%,3%,NS(=O)(=O)c1ccc(CNC(=O)c2cccc(Oc3ccccc3)c2)cc1
-8%,-4%,2%,COc1ccc(OCc2cc(C(=O)N3CCN(CC4CC4)CC3)no2)c(Cl)c1
-21%,-4%,28%,CN1CCN(CCCNC(=O)c2ccc3c(c2)N(Cc2ccc(F)cc2)CCS3)CC1
-10%,-4%,14%,Cc1ccc2c(c1)N(C(=O)CCC(=O)NCCCN1CCC(Cc3ccccc3)CC1)CCO2
-10%,6%,-4%,Cc1ccc(NC(=O)CNc2cc(S(=O)(=O)N3CCOCC3)ccc2NCC2CCCO2)cc1F (configuration not stated)

Additional results follow.
LYP inhibition,SIAH1 antagonists,AID2073,canonical_smiles
-10%,3%,2%,Cc1ccc(-n2ncc3c2CC(C)(C)CC3NC(=O)CCN2CCCO2)cc1 (configuration not stated)
-6%,-3%,-18%,O=C(CSC(=S)N1CCOCC1)c1cc(Br)cc(Br)c1O
-8%,-1%,2%,Cc1nn(Cc2c(F)cccc2Cl)c(=O)c2ccccc12
-2%,-6%,2%,COc1cccc(-c2ccc(NC(=O)C3CCCN(Cc4cnc(C)s4)C3)cc2)c1 (configuration not stated)
-6%,-2%,2%,COc1ccc(-c2nn(-c3ccccc3)cc2C(=O)N(C)C)cc1
-7%,-3%,-8%,Cc1cc(C)c(S(=O)(=O)N/N=C/c2ccc([N+](=O)[O-])o2)c(C)c1
-5%,1%,10%,Cc1ccc(S(=O)(=O)n2c(C)nc3ccccc32)cc1
-5%,1%,9%,O=C(O)CC(CC(=O)NCC(O)c1ccccc1)c1ccccc1 (configuration not stated)
-1%,-4%,10%,CC(C)C(=O)N1CCN(c2ccccc2NC(=O)c2ccco2)CC1
-6%,2%,-6%,COc1ccc(S(=O)(=O)N2CCOC2CNC(=O)C(=O)NCc2ccccn2)cc1 (configuration not stated)
-9%,0%,4%,CCOC(=O)[C@@H]1[C@H]2COc3cc(OC)ccc3[C@@H]2N2C(=O)N(c3cccc(F)c3)C(=O)[C@@]12C
-13%,-6%,36%,COc1ccc(-c2cc(C(=O)N3CCCC3)c3ccccc3n2)cc1
-5%,5%,-2%,CCCNC(=O)c1cnc(-c2ccccc2)nc1-c1ccccc1
-6%,2%,9%,CC(C)(C)NC(=O)NC(=O)CN1CCN(S(=O)(=O)/C=C/c2ccccc2)CC1
-1%,-4%,7%,Cc1cc(=O)n2c3ccccc3n(C)c2n1
-9%,-8%,10%,COC(=O)c1ccccc1NC(=O)c1cc2ccccc2o1
-12%,1%,2%,O=C(O)COc1ccc(-c2nc(-c3ccccc3)c(-c3ccccc3)[nH]2)cc1
-6%,3%,8%,Cn1c(=O)c2c(nc(Oc3ccccc3Cl)n2C)n(C)c1=O
-5%,-3%,-7%,COc1cc(NC(=S)N2CCCC2)cc(OC)c1
2%,-4%,15%,COCCc1nc2ccc(C(=O)N3CCCCC3COC)cc2o1 (configuration not stated)
-2%,-3%,5%,Cc1cc(=O)[nH]c(SCC(=O)N2CCCC(C)C2)n1 (configuration not stated)
0%,2%,-8%,O=C(COc1ccccc1O)NCCN1CCOCC1
-8%,9%,-6%,O=C(Nc1ccc(S(=O)(=O)N2CCOCC2)cc1)c1cc(S(=O)(=O)N2CCOCC2)ccc1Cl
-4%,-1%,7%,CC1Sc2ccc(S(=O)(=O)NCc3ccccc3)cc2NC1=O (configuration not stated)
-3%,2%,5%,Cc1ccc(CNC(=O)c2ccc(N3CCC4(CC3)CC(c3ccccc3)=NO4)c([N+](=O)[O-])c2)cc1
-4%,-4%,-8%,C[C@@H](C(=O)NCCc1ccccc1F)N1C(=O)N2CCc3c([nH]c4ccccc34)[C@@]2(C)C1=O
-1%,0%,1%,O=C1CCN(Cc2ccccc2)CCN1[C@H](CSc1ccccc1)c1ccccc1
-3%,1%,2%,Cc1cc(NC(=O)CCC(=O)N(CC(=O)NCC2CCCO2)c2ccc(C)c(C)c2)no1 (configuration not stated)
-4%,3%,9%,c1ccc(CCNCCOc2ccccc2)cc1
-7%,2%,2%,Clc1cccc(Cl)c1CN1CCN(c2ncccn2)CC1
-9%,1%,3%,CN1CCN(C(=O)c2cc([N+](=O)[O-])cc([N+](=O)[O-])c2)CC1
-3%,1%,7%,COc1ccc(C(=O)/C=C2/C(=O)Nc3ccccc32)c(OC)c1
-1%,-3%,11%,O=C(Nc1ccccc1OCc1ccccc1)c1ccccc1Br
-2%,2%,-22%,COc1ccc(C(=O)NC(=S)N(C)C2CCCCC2)cc1

Whole records from above. Order of values: LYP inhibition, SIAH1 antagonists, AID2073
CCCCC(=O)Nc1cc(C)c(NC(=O)c2ccco2)cn1 as listed: -8%, 5%, 0%
COCCC(=O)N1CCC(Oc2ccc(C(=O)NCCC3=CCCCC3)cc2)CC1 as listed: -8%, 10%, 1%
CN(CC12CC3CC(CC(C3)C1)C2)C(=O)c1ccco1 as listed: -3%, 1%, -4%
COc1ccc(C(=O)/C=C2/C(=O)Nc3ccccc32)c(OC)c1 as listed: -3%, 1%, 7%

Not all compounds are listed. The share of hits here may be higher or lower than overall.
